EP2 antag: EP2 receptor (human) inhibition; C6 glioma cells expressing human EP2, cAMP TR-FRET; cells stimulated with saturating PGE2; P43116; hit rate 0.52% among 260,000; inhibition, % at 25 µM;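 active means percent inhibition above 40 after rounding to a whole number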;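 further: rat C6 glioma host cells with rolipram phosphodiesterase inhibitor present; the protocol text gives 20 µM as final concentration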
Target sequence (P43116 whole entry, looked up): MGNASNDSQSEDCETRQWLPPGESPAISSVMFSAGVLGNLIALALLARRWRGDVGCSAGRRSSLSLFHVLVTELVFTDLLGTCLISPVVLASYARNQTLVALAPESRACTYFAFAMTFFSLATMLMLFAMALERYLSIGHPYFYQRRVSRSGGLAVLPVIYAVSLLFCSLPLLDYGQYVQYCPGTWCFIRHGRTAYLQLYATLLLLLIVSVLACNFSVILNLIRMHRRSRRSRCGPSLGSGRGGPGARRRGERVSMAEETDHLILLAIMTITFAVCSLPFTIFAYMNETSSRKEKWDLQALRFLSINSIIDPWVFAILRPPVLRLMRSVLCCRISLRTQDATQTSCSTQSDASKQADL
Tb hexokinase: blocks Trypanosoma brucei hexokinase 1 activity; hit rate 0.11% among 220,000; inhibition, % at 10 µM; recombinant TbHK1, G6PDH-coupled NADH A340; AID 1430;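 active means inhibition of 50% or more in the single-dose primary screen; inactive means inhibition below 50%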
TNF necrop inh: TNF-alpha cell death inhibition in Jurkat FADD-/- cells; hit rate 0.068% among 220,000; Jurkat FADD-/- TNF necroptosis rescue, ATP luminescence, 24 h; 0 = TNF only, 100 = no-TNF cells; activation (protection from cell death), % at 10 µM; AID 463075;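 active means activation, meaning protection from cell death, of at least 50% relative to plate controls; inactive means activation below 50%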;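 further: necroptosis triggered by 40 ng/mL TNF-alpha added together with compound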
FXIa inh 1536: inhibitors of human coagulation factor XIa; P03951; inhibition, % at 5 µM; hit rate 0.14% among 220,000; purified FXIa, Boc-Glu-Ala-Arg-AMC fluorogenic substrate; AID 798;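 active means inhibition of at least 40%; inactive means inhibition below 40%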;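 further: fluorescence of freed AMC excited at 355 nm; 0% = enzyme without compound and 100% = no enzyme blank; many of its hits are not listed in these tables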
L929 necroptosis: blocks zVAD induced death of L929 cells; AID 1377; L929 zVAD necroptosis rescue, ATP luminescence, 24 h; with zVAD 60 µM; hit rate 0.38% among 220,000; viability rescue, % at 10 µM;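 active means activation, scaled between plate controls, above about 75%, limit read from the data; inactive means activation under that limit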;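 further: 0% = zVAD with DMSO and 100% = DMSO alone without zVAD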
Wee1 stabilizer: human Wee1 degradation inhibition, primary screen; HeLa Luc-Wee1K328M stability, luciferase luminescence; 100% = proteasome inhibitor MG132 effect; AID 1321; reporter increase, % at 5 µM; hit rate 1.2% among 220,000; P30291;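 active means activation above the mean of all tested compounds plus 3 SD, set per screening run, cut at about 8.8% in these data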;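 further: cells exposed to compound for 20 h before luminescence read; 0% = DMSO alone and 100% = MG132 at 30 µM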
PPC-1+TRAIL kill: compounds killing PPC-1 cancer cells with TRAIL present (potentiator screen, no TRAIL-free arm) | PPC-1 cells + TRAIL, ATPLite viability luminescence | cell killing (% activity), % at 4 µM | hit rate 0.41% among 220,000 | AID 1443;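 active means cell killing above 50% in the first pass at 4 µM, then a duplicate retest at 5 µM averaging 50% or more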;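 further: plate controls were cells with TRAIL plus DMSO for no effect and medium-only wells lacking cells for full effect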
FXIIa inh: factor XIIa (human) inhibition; purified FXIIa, Boc-QGR-AMC fluorogenic substrate, 2 h; inhibition, % at 5 µM; hit rate 0.3% among 220,000; AID 800; in the data active means inhibition above about 40%;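 further: 0% = enzyme with no compound and 100% = blank without enzyme; many of its hits are not listed in these tables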
Target sequence (P00748 20-372 limits assumed): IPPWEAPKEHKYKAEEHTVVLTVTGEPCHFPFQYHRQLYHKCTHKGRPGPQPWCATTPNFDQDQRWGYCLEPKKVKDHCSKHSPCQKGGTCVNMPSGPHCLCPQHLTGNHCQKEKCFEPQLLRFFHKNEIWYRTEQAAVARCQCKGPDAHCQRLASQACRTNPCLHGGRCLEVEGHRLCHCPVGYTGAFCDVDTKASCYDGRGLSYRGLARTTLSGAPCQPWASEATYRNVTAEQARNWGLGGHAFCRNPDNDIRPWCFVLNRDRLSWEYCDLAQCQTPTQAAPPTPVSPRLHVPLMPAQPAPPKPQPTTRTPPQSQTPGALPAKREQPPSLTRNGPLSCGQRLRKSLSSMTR
Target sequence (P00748 373-615 limits assumed): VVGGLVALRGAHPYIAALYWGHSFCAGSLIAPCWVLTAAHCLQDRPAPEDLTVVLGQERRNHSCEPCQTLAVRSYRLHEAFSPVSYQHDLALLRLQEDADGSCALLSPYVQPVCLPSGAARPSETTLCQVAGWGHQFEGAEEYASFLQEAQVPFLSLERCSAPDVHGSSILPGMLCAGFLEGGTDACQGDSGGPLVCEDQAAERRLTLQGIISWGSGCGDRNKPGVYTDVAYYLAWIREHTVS
CHOP inhibitor: inhibitors of CHOP induction in ER stress response; CHO-K1 CHOP-promoter luciferase, tunicamycin-induced, 15-18 h; inhibition, % at 10 µM; hit rate 3.8% among 220,000; AID 2732;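 active means compounds that reduced the stress-induced luciferase reporter signal by more than about 70% of percent inhibition, limit read from the data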;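 further: 0% = tunicamycin plus vehicle and 100% = wells without tunicamycin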
* hit, by the source's call; . = not tested or not shown; & = joins results of further samples; [ ] = dose if it differs, or a comment.

SMILES	EP2 antag	Tb hexokinase	TNF necrop inh	FXIa inh 1536	L929 necroptosis	Wee1 stabilizer	PPC-1+TRAIL kill	FXIIa inh	CHOP inhibitor
C/C(CC(=O)N1CCN(C=O)CC1)=N\NC(=O)c1ccc(Br)cc1	3	10	-0.5	11	0.2	1	6	10	15
O=C(O)/C=C/S(=O)(=O)c1ccc2ccccc2c1	6	-3	0.3	2	0.8	-2	-5	9	13
COc1cc(/C=N/N=C2/SCC(=O)N2c2ccc(O)cc2)ccc1O	14	-38	-0.8	0	7.0	-1	16	14	25
O=C(CSC1=NCCS1)N1CCCC1	7	-2	5.5	4	0.7	-1	-10	-4	27
C=CCNc1oc(-c2cccs2)nc1C#N	5	-39	-2.0	-9	-0.6	-1	35	-2	25
NC(=O)COC(=O)CSc1cccc2cccc(Cl)c12	39	-11	-0.8	-1	1.1	-2	26	8	9
Cc1ccc(NC(=O)COc2ccc(S(=O)(=O)N3CCOCC3)cc2)cc1	5	-2	0.1	0	0.4	3	23	20	14
COc1ccc(N2CCN(C(=O)Cc3ccc(Br)cc3)CC2)cc1	6	-15	-0.3	-4	-0.1	-2	18	3	28
CCS(=O)(=O)N1CCC(c2nc(-c3ccc(C(F)(F)F)cc3)no2)CC1	2&11	8	-2.3	-1	0.0	-1	-20	9	36
Cn1c(N)c(C(=O)NCc2ccccc2)sc1=S	4	-18	0.5	2	2.3	1	-9	8	13
CCc1cccc(Nc2c([N+](=O)[O-])cc(C(=O)N3CC(=O)Nc4ccccc43)cc2[N+](=O)[O-])c1	15	-5	-2.4	4	0.2	2	-7	11	61
Cc1ccc(NC(=O)N/C=C/c2ccco2)cc1C	10	-2	-4.0	8	0.2	-3	48	23	-22
Nc1nc(-c2ccc(F)cc2)cs1	6	0	0.4	0	4.4	0	14	6	8
c1ccc2cc3c(NCCN4CCOCC4)ccnc3cc2c1	16	13	-9.5	3	55	1	10[5 µM]	6	1
COc1ccc(C(NC(=O)CNC(C)=O)C(=O)Nc2ccc3c(c2)OCCO3)cc1 (stereo not given)	12	-3	-0.5	-3	1.7	-2	10	4	-11
NCCCC[C@@H]1NC(=O)c2cc([N+](=O)[O-])cc(I)c2SC[C@@H](C(N)=O)NC(=O)[C@H](CCC(N)=O)NC1=O	3	-7	0.8	5	1.4	-2	2	17	-6
O=C(Cn1cnc([N+](=O)[O-])n1)N/N=C/c1cccc2ccccc12	15	-27	1.5	21	1.2	-1	-7	5	2
CCN(C(=O)CSc1nnc(C)n1-c1ccccc1)C1CCS(=O)(=O)C1 (stereo not given)	5	-4	0.6	-5	2.2	-1	4	2	12
Cc1ccc(Cn2ccc(C3CC3)n2)cc1	8	2	45	-5	2.4	-4	-9	6	1
CCN(CC)S(=O)(=O)c1cc(NC(=O)COC(=O)CCC(=O)c2cccs2)ccc1C	12	1	-0.1	-7	1.1	-2	6	7	-8
c1ccc2sc(SCSc3nc4ccccc4s3)nc2c1	6&10	-33	1.0	-5	0.0	-4	0	4	-9
O=C(O)c1cccc(Cn2c(Cl)c(/C=N/NC(=O)c3ccccc3O)sc2=O)c1	3	2	-0.5	12	0.9	-1	13	7	-10
COc1ccc(/C=N/S(=O)(=O)CCc2ccccc2)c(OC)c1	1	-8	3.1	5	-0.2	4	23	8	-10
COc1ccc(Cn2c(=O)[nH]c3cc(C(=O)N4CCN(c5ccccn5)CC4)ccc3c2=O)cc1	2	9	-1.7	3	0.0	0	11	8	4

Among those listed so far, six contain four or more nitrogen atoms:
SMILES	EP2 antag	Tb hexokinase	TNF necrop inh	FXIa inh 1536	L929 necroptosis	Wee1 stabilizer	PPC-1+TRAIL kill	FXIIa inh	CHOP inhibitor
C/C(CC(=O)N1CCN(C=O)CC1)=N\NC(=O)c1ccc(Br)cc1	3	10	-0.5	11	0.2	1	6	10	15
CCc1cccc(Nc2c([N+](=O)[O-])cc(C(=O)N3CC(=O)Nc4ccccc43)cc2[N+](=O)[O-])c1	15	-5	-2.4	4	0.2	2	-7	11	61
NCCCC[C@@H]1NC(=O)c2cc([N+](=O)[O-])cc(I)c2SC[C@@H](C(N)=O)NC(=O)[C@H](CCC(N)=O)NC1=O	3	-7	0.8	5	1.4	-2	2	17	-6
O=C(Cn1cnc([N+](=O)[O-])n1)N/N=C/c1cccc2ccccc12	15	-27	1.5	21	1.2	-1	-7	5	2
CCN(C(=O)CSc1nnc(C)n1-c1ccccc1)C1CCS(=O)(=O)C1 (stereo not given)	5	-4	0.6	-5	2.2	-1	4	2	12
COc1ccc(Cn2c(=O)[nH]c3cc(C(=O)N4CCN(c5ccccn5)CC4)ccc3c2=O)cc1	2	9	-1.7	3	0.0	0	11	8	4

Additional compounds follow.
SMILES	EP2 antag	Tb hexokinase	TNF necrop inh	FXIa inh 1536	L929 necroptosis	Wee1 stabilizer	PPC-1+TRAIL kill	FXIIa inh	CHOP inhibitor
CCOC(=O)c1cc2sccc2n1CC(=O)OC	6	-2	-0.2	5	-0.6	-3	25	21	-10
O=C(Nc1ccccc1Cl)Nc1cccnc1Cl	5	0	-4.5	0	-1.4	2	.	11	7
CCOC(=O)N(CC)OC(=O)Nc1ccc(Cl)cc1	2	-2	0.2	8	-0.3	-2	12	9	-9
CCN(CC)C(=O)CC(c1ccc(OC)cc1)c1c(OC)cc(OC)c2ccc(=O)oc12 (stereo not given)	22	-21	-2.0	-2	-0.1	.	6	5	22
Cc1ccc(CNC(=O)CCNS(=O)(=O)c2ccc(C)cc2)cc1	12	-2	0.5	-2	-0.3	4	-14	10	28
Cc1c(NC(=O)c2ccccc2F)c(=O)n(-c2ccccc2)n1C	8	-2	-2.7	0	0.1	-1	13	9	16
CC(=O)c1ccc(N2Cc3ccccc3C2=NC(=O)c2cccs2)cc1	8	-11	1.8	-3	0.8	2	46	4	-2
Oc1c(Br)cc(Br)cc1/C=N/N1CCN(Cc2ccccc2)CC1	5	8	1.9	-8	-0.1	2	8	2	2
CCc1cc2cc(C)cc(C)c2nc1SCC(=O)NNC(=O)c1ccco1	11	16	1.9	8	0.3	-1	-3	10	-6
O=C(NC(=S)N1CCN(c2ccc([N+](=O)[O-])cc2)CC1)c1ccccc1	6	6	-1.0	10	-0.8	3	8	21	4
Cc1ccc(S(=O)(=O)N2CCCC2C(=O)OCc2ccccc2)cc1 (stereo not given)	9	37	1.3	1	-0.1	-2	0	9	17
COc1ccc(C2=NN(C(C#N)c3ccc(OC)c(OC)c3)C(c3ccccc3)C2)cc1 (stereo not given)	11	-15	-1.0	-7	0.6	9	43	7	25
C=C(C)c1cccc(C(C)(C)NC(=O)N2CCC(C(N)=O)CC2)c1	5	-2	0.6	-3	0.5	-2	2	1	15
Cc1cc(C(=O)N2CCC(Cc3ccccc3)CC2)ccc1[N+](=O)[O-]	6	-3	-3.3	14	-0.2	-3	-6	13	50
CCOC(=O)c1c(C)n(CCNC(C)=O)c2ccc(OC)cc12	24	20	0.0	8	-0.1	-2	-19	19	-14
O=C(COC(=O)c1c(F)cccc1F)c1ccc[nH]1	18	-5	-1.8	0	0.6	-2	24	9	7
Cc1ccccc1-c1nc(-c2ccc(NC(=O)c3cccs3)cc2)no1	16	0	-1.1	-6	0.0	-1	15	9	-26
O=C(/C=C/c1cccc([N+](=O)[O-])c1)NCc1ccco1	4	0	1.8	7	1.1	-2	4	3	-6
C(=N\N1CCN(Cc2ccccc2)CC1)/c1ccccc1	7	3	2.4	0	0.5	-4	4	9	4
Cc1ccc(SCCNC(=O)c2ccc(C)c([N+](=O)[O-])c2)cc1	-8	16	-3.4	-3	0.5	2	4	6	-10
O=C1NC(c2cccc(Cl)c2)Nc2ccccc21 (stereo not given)	23&10	-3	0.4	0	0.3	0	-1	7	16
Cc1cc(N2C(=O)C(O)=C(C(=O)c3cccs3)C2c2ccccc2)no1 (stereo not given)	22	-13	-5.7	-9	-0.1	-3	-9	7	26
Cc1ccc(C(=O)COC(=O)c2cc(Cl)nc3ccccc23)cc1C	6	0	-2.5	1	0.2	-1	-5	34	-14
COc1ccc(-n2ncc3c(Nc4cccc(C)c4)ncnc32)cc1	8	3	5.8	5	3.6	2	14	7	52
O=C(N/N=C/c1ccccc1[N+](=O)[O-])c1ccc2c(c1)OCCO2	4	-26	-0.5	12	-0.4	-1	93*[5 µM]	35	13
O=C(O)C1CCCN1C(=O)c1cncc(Br)c1 (stereo not given)	8	4	1.0	0	0.1	-3	16	6	43
COc1ccccc1-n1cc(-c2ccc([N+](=O)[O-])cc2)[nH]c1=S	2	-18	-2.1	-2	0.1	-2	16	9	-4
CC(CC(=O)NCc1ccccc1)C1CCCO1 (stereo not given)	1	7	-0.2	6	-1.0	2	5	0	0
CC(C)CCN1CC(C(=O)NCc2ccc(F)cc2)CC1=O (stereo not given)	9	-2	2.8	-1	1.1	-1	14	1	30
Cc1nn(C(C)CC(=O)O)c(C)c1Br (stereo not given)	5&5	-1	-1.8	3	0.5	6	17	8	-11
O=C(CC1SC(=O)N(c2ccccc2)C1=O)Nc1ccc(Cl)cc1 (stereo not given)	17	3	0.5	0	-0.4	3	13	8	4
O=C(NCc1nc2ccccc2[nH]1)C1=C[C@@H](c2ccc(Br)cc2)C[C@@H](OCCCCO)O1	2	-15	3.1	2	-0.3	-3	13	8	40

Of the compounds above, these have a cyano group.
SMILES	EP2 antag	Tb hexokinase	TNF necrop inh	FXIa inh 1536	L929 necroptosis	Wee1 stabilizer	PPC-1+TRAIL kill	FXIIa inh	CHOP inhibitor
C=CCNc1oc(-c2cccs2)nc1C#N	5	-39	-2.0	-9	-0.6	-1	35	-2	25
COc1ccc(C2=NN(C(C#N)c3ccc(OC)c(OC)c3)C(c3ccccc3)C2)cc1 (stereo not given)	11	-15	-1.0	-7	0.6	9	43	7	25

Five of the entries above in order of the CHOP inhibitor value, largest number first:
mol	Tb hexokinase	FXIa inh 1536	Wee1 stabilizer	FXIIa inh	CHOP inhibitor
CC(C)CCN1CC(C(=O)NCc2ccc(F)cc2)CC1=O (stereo not given)	-2	-1	-1	1	30
O=C(CC1SC(=O)N(c2ccccc2)C1=O)Nc1ccc(Cl)cc1 (stereo not given)	3	0	3	8	4
CC(CC(=O)NCc1ccccc1)C1CCCO1 (stereo not given)	7	6	2	0	0
COc1ccccc1-n1cc(-c2ccc([N+](=O)[O-])cc2)[nH]c1=S	-18	-2	-2	9	-4
Cc1nn(C(C)CC(=O)O)c(C)c1Br (stereo not given)	-1	3	6	8	-11

Screening data as filed in PubChem.

A portion of the library. The share of hits here may be higher or lower than overall.
